# HePTP inh = blocks human HePTP tyrosine phosphatase; P35236; recombinant HePTP phosphatase activity, OD absorbance; inhibition, % at 20 µM; hit rate 0.64% among 110,000; AID 521; in the data active means inhibition above about 50%;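 further: plate controls were vehicle for no effect and reference inhibitor for full effect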
# Target sequence (P35236 whole entry, looked up): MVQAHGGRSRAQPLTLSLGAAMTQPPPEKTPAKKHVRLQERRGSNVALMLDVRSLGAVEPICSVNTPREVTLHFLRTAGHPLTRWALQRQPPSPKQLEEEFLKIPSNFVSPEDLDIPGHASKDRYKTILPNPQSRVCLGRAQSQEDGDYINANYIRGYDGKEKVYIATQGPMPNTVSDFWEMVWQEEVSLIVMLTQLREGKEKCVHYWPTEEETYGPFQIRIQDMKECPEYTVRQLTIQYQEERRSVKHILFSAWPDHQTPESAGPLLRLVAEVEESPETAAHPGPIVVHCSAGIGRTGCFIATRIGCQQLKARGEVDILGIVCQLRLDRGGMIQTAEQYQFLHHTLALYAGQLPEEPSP
# BAP1 inh = blocks human BAP1 ubiquitin-AMC hydrolysis; AID 436; hit rate 0.48% among 72,000; recombinant BAP1, Ub-AMC hydrolysis fluorescence kinetic; stronger effect = lower value; activity remaining (% of control), % at 20 µM; Q92560;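 active means activity remaining at or below 50% of control, provided the compound also passes the data quality filters; inactive means the rest, including low values that fail the filters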;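 further: 100% = DMSO wells rate and 0% = substrate alone blank rate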
# Target sequence (Q92560 whole entry, looked up): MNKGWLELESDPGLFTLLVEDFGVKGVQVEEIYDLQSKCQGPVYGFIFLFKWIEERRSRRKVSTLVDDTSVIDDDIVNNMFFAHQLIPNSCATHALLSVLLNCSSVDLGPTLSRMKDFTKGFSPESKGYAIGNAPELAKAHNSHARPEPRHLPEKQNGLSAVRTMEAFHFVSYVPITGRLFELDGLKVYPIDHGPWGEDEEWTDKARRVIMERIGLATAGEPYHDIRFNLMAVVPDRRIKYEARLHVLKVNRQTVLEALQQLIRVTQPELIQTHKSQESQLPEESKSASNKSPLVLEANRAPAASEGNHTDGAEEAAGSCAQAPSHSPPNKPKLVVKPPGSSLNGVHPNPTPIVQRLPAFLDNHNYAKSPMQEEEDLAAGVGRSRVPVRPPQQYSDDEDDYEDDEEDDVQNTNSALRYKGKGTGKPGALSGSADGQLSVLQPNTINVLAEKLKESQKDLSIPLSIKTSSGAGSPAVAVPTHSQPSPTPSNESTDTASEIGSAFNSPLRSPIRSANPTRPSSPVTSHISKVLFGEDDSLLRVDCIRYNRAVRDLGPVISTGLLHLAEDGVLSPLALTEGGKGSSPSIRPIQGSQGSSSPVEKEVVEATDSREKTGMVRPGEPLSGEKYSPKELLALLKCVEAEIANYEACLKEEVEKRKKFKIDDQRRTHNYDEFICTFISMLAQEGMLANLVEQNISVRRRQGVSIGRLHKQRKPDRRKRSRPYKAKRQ
# The depositor's hits bear a star; / = not tested or not shown; & = joins results of further samples.
# Values run as follows: HePTP inh	BAP1 inh
Cc1cc(/C=C2\NC(=S)NC2=O)c(C)n1-c1cccc([N+](=O)[O-])c1
    -6	/
NC(=O)Cn1c(-c2nonc2N)nc2ccccc21
    -9	/
COc1cc(-c2nc(Cc3c(F)cccc3Cl)no2)cc(OC)c1OC
    8	102
O=C(Nc1ccc(Nc2ccccc2)c2c1C(=O)c1ccccc1C2=O)c1ccccc1
    -1	/
COc1ccc(/C=C/C(=O)c2c3c(c(C)[nH]c2=O)CCCC3)cc1
    -4	/
Cc1onc(-c2ccccc2)c1C(=O)NCc1ccc2c(c1)OCO2
    2	96
COC(=O)C1C2C=CC3(CN(Cc4ccco4)C(=O)C13)O2 (stereo not drawn)
    4	70
Cn1/c(=N/N=C/c2c(F)cccc2Cl)sc2ccccc21
    6	/
CCCS(=O)(=O)N1CCCC(C(=O)NCCCN(Cc2ccccc2)C(C)C)C1 (stereo not drawn)
    1	100
O=C1C=C(O)CC(c2ccc(Cl)cc2)C1 (stereo not drawn)
    2	/
CCCC(=O)Nc1ccc(NC(=O)c2cc(Br)ccc2Cl)cc1
    2	/
CCc1nc(N)c(C#N)c(-c2cccnc2)c1C
    -3	95
Cc1cccc(NC(=O)c2ccc([N+](=O)[O-])cc2)c1
    3	/
CCC1Oc2ccc(C)cc2N(CC(=O)N2CCN(c3ccc(F)cc3)CC2)C1=O (stereo not drawn)
    8	95
COC(=O)c1c(NC(=O)c2sc3cc(C)ccc3c2Cl)sc2c1CCCC2
    6	/
Cc1cc(C(=O)CSc2nnc(-c3ccc(Cl)cc3)n2CC2CCCO2)c(C)n1C (stereo not drawn)
    9	109
COc1ccc(NC(=O)COc2ccc(C(C)(C)c3ccccc3)cc2)c(OC)c1
    102*	/
O=C(c1ccc(Br)cc1)N1CCN(c2ccc(F)cc2)CC1
    -6	/
O=C(NCc1ccccn1)c1c(Cl)cccc1Cl
    8	108
COc1ccccc1C1NC(c2ccccc2OC)C2C(=O)C1C(c1ccccc1OC)NC2c1ccccc1OC (stereo not drawn)
    -7	/

# Reformatted with values ahead of the structure: three of the compounds above.
HePTP inh	BAP1 inh	smiles
-7	/	COc1ccccc1C1NC(c2ccccc2OC)C2C(=O)C1C(c1ccccc1OC)NC2c1ccccc1OC (stereo not drawn)
2	/	CCCC(=O)Nc1ccc(NC(=O)c2cc(Br)ccc2Cl)cc1
-6	/	O=C(c1ccc(Br)cc1)N1CCN(c2ccc(F)cc2)CC1

# Further compounds follow:
# Values run as follows: HePTP inh	BAP1 inh
CNC(=O)C(=O)Nc1ccc(OC)cc1OC
    4	/
CCC(=O)NC(=Nc1nc(C)c2cc(C)cc(C)c2n1)NC(=O)CC
    /	66
Cc1cc(C)cc(NC(=O)C(=O)NCC(C)O)c1 (stereo not drawn)
    -5	/
O=P(O)(O)CP(=O)(c1ccccc1)c1ccccc1
    4	/
COc1cc(C2N(c3ccccc3)CCN2c2ccccc2)cc(OC)c1OC
    5	71
Cc1ccc(CNC(=O)C(=O)NCc2ccco2)cc1
    -16	/
CC1CCOP(=O)(C(Nc2ccc([N+](=O)[O-])cc2)c2ccc(Br)cc2)O1 (stereo not drawn)
    -6	/
Cc1ccccc1OCC(=O)Nc1ccc(NC(=O)c2ccco2)cc1
    11	/
CCCCC(c1nnnn1Cc1ccco1)N1CCN(c2nc3ccccc3s2)CC1 (stereo not drawn)
    0	/
CN1C(=O)N(S(=O)(=O)c2ccc(F)c(F)c2F)C(=O)C1(C)C
    /	116
CSc1nsc(SCCN2C(=O)c3ccccc3C2=O)n1
    0	78
O=C(OCc1ccccc1)Oc1cncc(C(=O)O)c1
    1	85
Nc1nonc1/C(=N/O)N1CCN(CCO)CC1
    3&-4	97
O=C(/C=C/c1cc2c(cc1Br)OCCO2)c1c(-c2ccccc2)c2cc(Cl)ccc2[nH]c1=O
    4	/
CCC(Sc1nc(N)c(NC(=O)c2ccc(OC)c(OC)c2)c(=O)[nH]1)C(=O)OC (stereo not drawn)
    6	103
O=C1NC(=S)NC(=O)C1=Cc1ccc(N2CCCCC2)c([N+](=O)[O-])c1
    4	/
COc1ccc(CN(C)CCc2ccccn2)cc1OC
    -1	96
C/C(Cc1ccccc1)=N/NC(=O)c1cc(-c2ccccc2)nc2ccccc12
    -5	/
COc1ccc(OC)c(NC(=S)NC(NC(=O)Cc2ccccc2)C(Cl)(Cl)Cl)c1 (stereo not drawn)
    4	/
CN(C)c1ccc(NC(=O)c2cccc(N3C(=O)CCC3=O)c2)cc1
    2	97

# 4 entries from above, as labelled records:
structure: O=C1C=C(O)CC(c2ccc(Cl)cc2)C1 (stereo not drawn)
  HePTP inh: 2; BAP1 inh: /
structure: CCC(Sc1nc(N)c(NC(=O)c2ccc(OC)c(OC)c2)c(=O)[nH]1)C(=O)OC (stereo not drawn)
  HePTP inh: 6; BAP1 inh: 103
structure: COc1cc(C2N(c3ccccc3)CCN2c2ccccc2)cc(OC)c1OC
  HePTP inh: 5; BAP1 inh: 71
structure: CCCCC(c1nnnn1Cc1ccco1)N1CCN(c2nc3ccccc3s2)CC1 (stereo not drawn)
  HePTP inh: 0; BAP1 inh: /

# Additional structures:
# Values run as follows: HePTP inh	BAP1 inh
O=C(Nc1ccccc1)C(C(=O)Nc1ccccc1)C12CC3CC(CC(C3)C1)C2
    6	/
CC(C)(C)c1ccc2c(c1)N(CC(=O)O)C(=O)CO2
    -5	68
CCCC(C)C1C(C#N)=C(N)Oc2n[nH]c(-c3ccccc3)c21 (stereo not drawn)
    -15	/
COc1cc(/C=C2/SC(=S)N(CC(=O)Nc3ccccn3)C2=O)cc(OC)c1OC
    12	/
Cc1ccc2c(c1)N(CCC(=O)NC1CC1)C(=O)C(C)O2 (stereo not drawn)
    8	110
CC(=O)N1CCN=C1Nc1c(Cl)cccc1Cl
    -2	/
CCn1c(Cc2ccc(OC)cc2)nnc1SCC(=O)NC1CCCCC1
    11	101
Cc1ccccc1NC(=O)CCN1C(=O)S/C(=C\c2ccccc2)C1=O
    7	/
CC(C)(CO)N=C1NS(=O)(=O)c2cc([N+](=O)[O-])ccc21
    -8	/
CCOC(=O)C(C(=O)OCC)C(C(=O)OCC)(C(=O)OCC)C(C(=O)OCC)C(=O)OCC
    -3	/
O=C(CSc1nc2ncccc2[nH]1)NCc1ccccc1
    4	90
CS(=O)(=O)NCCCNc1ccc(C(F)(F)F)cc1[N+](=O)[O-]
    -4	/
O=S(=O)(CCc1nc2ccccc2o1)c1ccc(Cl)c(Cl)c1
    3	97
Cc1nc2ccccc2n1C1CC(=O)N(c2ccc(Br)cc2)C1=O (stereo not drawn)
    8	/
CCOC(=O)C1CCN(CC(=O)Nc2c(C(=O)OC)[nH]c3cccc(C)c23)CC1
    7	91
CC(=O)c1sc(NC(=O)c2ccc(Cn3cc(Br)cn3)o2)nc1C
    14	104
CC(=O)c1c(N(C)C)ccnc1C(F)(F)F
    8	95
N#Cc1c(NC(=O)Cn2cnc3ccccc3c2=O)oc(-c2ccccc2)c1-c1ccccc1
    4	/
O=C(Nc1nc(-c2ccc(Cl)cc2)cs1)c1sc2ccccc2c1Cl
    0	/
CCOc1ccc(/C(O)=C2/C(=O)C(=O)N(CCOCCO)C2c2ccc(F)cc2)cc1 (stereo not drawn)
    4	101

# Next section
# Values run as follows: HePTP inh	BAP1 inh
O=C(NCC(O)c1ccccc1)C(=O)Nc1ccc(F)cc1 (stereo not drawn)
    3	/
Cc1ccc(S(=O)(=O)Nc2ccc(N3CCCCC3)cc2)cc1[N+](=O)[O-]
    -1	/
O=C(Nc1ccc(Oc2ccccc2)cc1)c1cc2ccccc2oc1=O
    2	/
COc1ccc(-c2cc(C(F)(F)F)n3nc(C(=O)O)c(Cl)c3n2)cc1
    10	/
CN(C)/C=C1\N=C(c2ccc3c(c2)OCO3)OC1=O
    1&10	71
O=C1c2ccccc2C(=O)N1CCc1nc(-c2ccccn2)no1
    -4	70
O=C(O)CCCCCN=C1CCc2ccccc2N1
    3	143
Cc1ccc(C2/C(=C(\O)c3ccc4c(c3)OCCO4)C(=O)C(=O)N2CCCN(C)C)o1 (stereo not drawn)
    -8	75
CC(C)Oc1ccc(C(=O)N2CCC(Cc3ccccc3)CC2)cc1
    -10	/
COc1cc(C(=O)Nc2nc3c(C)cccc3s2)cc(OC)c1OC
    -7	/
CCn1c2ccccc2c2cc(C3Nc4ccccc4NC4=C3C(=O)CC(c3ccc(OC)c(OC)c3)C4)ccc21 (stereo not drawn)
    /	113
Cc1cc(Cl)ccc1OCCCC(=O)N1CCN(c2cccc(C)c2C)CC1
    12	/
C=CCn1c2ccccc2c2nnc(SCC(=O)NC(C(=O)OC)C(C)C)nc21 (stereo not drawn)
    11	110
O=C1NC(Nc2nc3ccccc3s2)(C(F)(F)F)C(=O)N1C1CCCCC1 (stereo not drawn)
    6	81
CC(=O)N(c1ccc(Br)cc1)C1SC(=O)N(c2cccc(C)c2)C1=O (stereo not drawn)
    8	/
Cc1ccc(CNC(=O)c2ccc(Cn3nc(C)c(Cl)c3C)o2)cc1
    22	121
O=C1CC(Cc2ccc(Cl)cc2)C(=O)N1c1ccc2ccccc2n1 (stereo not drawn)
    -20	/
COc1ccccc1CNCc1cc(OC)c(OC)cc1OC
    7	88
N=c1c2c3c(sc2ncn1N)CCCCC3
    5	108
NCCCc1nc2c(ccc3ccccc32)[nH]1
    /	112

# Next section.
# Values run as follows: HePTP inh	BAP1 inh
CCOc1ccc(C2N(c3cc(C)on3)C(=O)C3CCCN32)cc1OC (stereo not drawn)
    -12	107
CCNC(=O)N1C(=O)C2(OCCO2)c2ccccc21
    -2	91
CCN(CC)CCNS(=O)(=O)c1ccc(Cl)cc1
    5	120
CC(=O)Nc1ccc(S(=O)(=O)N2CCN(C(=O)N3CCOCC3)CC2)cc1
    8	126
CCC(CC)=N/N=C1/NC(=O)C(CC(=O)Nc2ccc(C(=O)O)cc2)S1 (stereo not drawn)
    18	/
O=C1CC(c2ccccc2)CC(O)=C1C=NCCC(c1ccccc1)c1ccccc1 (stereo not drawn)
    5	/
O=c1c(Cl)c(Cl)cnn1Cc1c(Cl)ccc(Cl)c1Cl
    12	/
O=C(c1ccc([N+](=O)[O-])cc1)N1CCN(c2nc(-c3ccccc3)c3cc(Cl)ccc3n2)CC1
    5	/
CCOC(=O)c1sc(NC(=O)C2CC=CCC2C(=O)O)c(C(N)=O)c1C (stereo not drawn)
    9	/
CC(=O)Oc1ccc2occ(C(=O)c3ccccc3)c2c1
    -6	/
COc1ccc(NC(=O)c2ccco2)cc1NC(=O)c1cccs1
    -2	95
CCc1ccccc1N(CC(=O)Nc1ccc(Br)cc1)S(C)(=O)=O
    -5	/
CC1=C(C(=O)Nc2ccccc2)C(c2ccc(Cl)cc2)C(C(=O)Nc2ccccc2)=C(C)N1
    4	/
CC1CCCN(S(=O)(=O)c2coc(C(N)=O)c2)C1 (stereo not drawn)
    4	84
Nc1ccc(S(=O)(=O)O)c2cccc(S(=O)(=O)O)c12
    0	/
C/C(=N\NC(=O)c1cc(-c2ccccc2)n[nH]1)c1cccc([N+](=O)[O-])c1
    7	/
CCN(CC)c1ccc(N2C(=O)C3C4CC(C(Br)C4Br)C3C2=O)cc1 (stereo not drawn)
    /	78
CCOC(=O)C1(C)NC(c2ccc(OC)cc2OC)C2C(=O)N(c3cccc(OC)c3)C(=O)C21 (stereo not drawn)
    -6	94
COc1ccc2oc(=Nc3cccc(F)c3)c(-c3nc4ccccc4[nH]3)cc2c1
    /	169
C=CCOC(=O)C1=C(C)Nc2nnnn2C1c1cccc(OC)c1OC (stereo not drawn)
    2	90

# Next section
# Values run as follows: HePTP inh	BAP1 inh
COc1c(C)cc(Br)cc1C(=O)Nc1cccc(NC(=O)c2ccco2)c1
    9	109
COc1ccc2c(c1)c(C(C)=O)c(C)n2-c1cccc(Br)c1
    /	61
CC(C)(C)NC(=O)CCN1C(=O)c2ccccc2C1=O
    -8	/
Cn1ccnc1Sc1ccc(C2Nc3ccc4ccccc4c3C3=C2C(=O)CC(C)(C)C3)cc1[N+](=O)[O-] (stereo not drawn)
    6	/
CC(NC(=O)Nc1ncccn1)(C(F)(F)F)C(F)(F)F
    -5	157
Cc1ccc(S(=O)(=O)N2CCN(C(=O)CN3CCCC3)C2C(C)C)cc1 (stereo not drawn)
    /	68
Cc1cc(NC(=O)CSc2ccc3nnc(-c4ccccn4)n3n2)no1
    1	92
c1ccc(C2N(c3ccccc3)CCN2c2ccccc2)cc1
    -2	/
N#C/C(=C\c1ccc(-c2ccc(C(=O)O)cc2)o1)C(=O)NCc1ccco1
    12	/
O=C(c1ccc2c(c1)OCCO2)C1CCN(S(=O)(=O)c2cccc(F)c2)CC1
    2	77
O=S(=O)(c1cccc2c(S(=O)(=O)N3CCCC3)cccc12)N1CCCC1
    12	84
Cc1c(C)[n+](=O)c(-c2ccco2)c(C)n1[O-]
    5	92
COc1ccc2c3c(c(=O)oc2c1)CCCC3
    -14	/
O=C1c2ccccc2S(=O)(=O)N1CC(O)COc1ccc(Br)cc1 (stereo not drawn)
    7	103
NC(=O)c1ccc(NC(=O)CCN2C(=O)c3cccc([N+](=O)[O-])c3C2=O)cc1
    4	/
Cc1nc(SCn2nnc3ccccc3c2=O)nc(C)c1C
    10	103
CCOc1ccc(NCC(=O)N/N=C/c2c[nH]c3ccccc23)cc1
    10	/
COc1ccccc1NC(=O)Cn1c(=O)n2nc(C)nc2c2ccccc21
    2	102
C=CCNc1nc(C)nc(OC)n1
    -4	81
Cc1ccc(OCCN2C(=O)c3ccccc3C2=O)c(C)c1
    2	59

# Next entries.
# Values run as follows: HePTP inh	BAP1 inh
O=C(CN1C(=O)NC2(CCCC2)C1=O)Nc1cccc(-c2nnc3n2CCCCC3)c1
    11	100
Cc1c(C(=O)NC(c2ccccc2)c2ccccc2)cccc1[N+](=O)[O-]
    11	/
Cc1ccc(C(=O)COc2cccc(NC(=O)c3ccco3)c2)cc1
    6	89
CCOC(=O)N1CCN(S(=O)(=O)c2ccc3c(c2)SCC(=O)N3)CC1
    2	85
